# Bcl-W Bim block: disrupts Bim peptide binding to human Bcl-W. Q92843. bead-based flow cytometry. inhibition, % at 10 µM. actives 0.02% (n = 190,000). AID 952;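 further: 0% = bound tracer without compound and 100% = peptide blocker; higher means less fluorescent Bim peptide bound to Bcl-W beads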
# Target sequence (Q92843 whole entry, looked up): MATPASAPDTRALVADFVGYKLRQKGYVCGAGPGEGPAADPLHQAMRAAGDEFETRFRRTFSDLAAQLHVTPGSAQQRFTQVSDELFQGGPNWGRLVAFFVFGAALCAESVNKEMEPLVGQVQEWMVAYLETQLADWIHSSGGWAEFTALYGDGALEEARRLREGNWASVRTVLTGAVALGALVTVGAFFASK
# Bfl-1 Bim block: disrupts Bim binding to human Bfl-1. Q16548. Bead-based flow cytometry, Bim-Bfl-1 binding inhibition. inhibition, % at 10 µM. actives 0.12% (n = 190,000). AID 1008;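 further: 0% = wells without compound plus tracer and 100% = blocker peptide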
# Mcl1 Noxa PPI: disrupts binding of human Mcl-1 to Noxa peptide. Q07820. TR-FRET Mcl-1/Noxa peptide binding, 2 h. inhibition, % at 21.7 µM. actives 1.5% (n = 220,000);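 active means compounds that cut the protein-peptide binding signal by more than 50% relative to plate controls in a single-dose test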;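 further: His-tagged Mcl-1 with rhodamine Noxa BH3 peptide and terbium anti-His antibody; 0% = Mcl-1 plus Noxa peptide wells and 100% = peptide-only wells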
# Bcl-2 Bim block: disrupts Bim peptide binding to human Bcl-2. inhibition, % at 10 µM. actives 0.06% (n = 190,000). Bead-based flow cytometry, Bim peptide-Bcl-2 binding. P10415. AID 950; in the data active means inhibition above about 40%; inconclusive means no clear call, values can overlap the other calls;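 further: 0% = no compound wells with probe peptide and 100% = reference peptide inhibitor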
# Target sequence (P10415 whole entry, looked up): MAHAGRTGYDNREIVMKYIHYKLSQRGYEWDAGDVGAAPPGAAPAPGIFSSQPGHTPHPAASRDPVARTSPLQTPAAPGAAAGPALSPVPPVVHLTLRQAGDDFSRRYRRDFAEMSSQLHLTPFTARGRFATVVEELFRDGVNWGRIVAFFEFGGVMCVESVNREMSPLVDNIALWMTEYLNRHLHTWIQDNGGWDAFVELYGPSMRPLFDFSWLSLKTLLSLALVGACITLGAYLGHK
# Mcl1 Bid PPI: disrupts binding of human Mcl-1 to Bid peptide. Q07820. TR-FRET Mcl-1/Bid-Dy647 peptide binding, 1536-well. inhibition, % at 21.7 µM. actives 0.97% (n = 220,000). AID 1021;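 active means compounds that cut the binding signal by more than half at the single screening dose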;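 further: His-tagged Mcl-1 with europium anti-His antibody binding Bid BH3 peptide; 0% = Mcl-1 plus peptide wells and 100% = peptide-only wells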
# RGS4-Gao reg: modulates binding of RGS4 to human Galphao | actives 0.33% (n = 220,000) | binding response (% of control), % at 10 µM | AID 1415 | Multiplexed bead flow cytometry; actives lie on both sides; in the data active means binding response below about 49% or above about 150%; inactive means in between;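 further: fluorescent Galphao activated with aluminum fluoride binding bead-coupled RGS4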
# Target sequence (P09471 whole entry, looked up): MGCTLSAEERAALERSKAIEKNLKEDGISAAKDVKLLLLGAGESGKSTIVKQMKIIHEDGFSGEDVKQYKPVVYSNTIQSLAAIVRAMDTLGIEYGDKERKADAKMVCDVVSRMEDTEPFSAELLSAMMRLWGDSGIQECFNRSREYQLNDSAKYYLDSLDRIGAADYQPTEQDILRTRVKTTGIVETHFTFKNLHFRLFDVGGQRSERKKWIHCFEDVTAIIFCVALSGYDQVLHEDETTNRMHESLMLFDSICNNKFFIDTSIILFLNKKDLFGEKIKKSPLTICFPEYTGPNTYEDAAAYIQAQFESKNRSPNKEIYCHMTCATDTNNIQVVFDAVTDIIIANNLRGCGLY
# Bcl-B Bim block: disrupts Bim peptide binding to human Bcl-B | Q9HD36 | bead-based flow cytometry | actives 0.073% (n = 190,000) | AID 951 | inhibition, % at 10 µM;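 further: 0% = tracer peptide without compound and 100% = reference inhibitor peptide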
# Bim-Bcl-XL: disrupts Bim peptide binding to human Bcl-XL; AID 1007; actives 0.04% (n = 190,000); inhibition, % at 10 µM; bead flow cytometry, fluorescence; Q07817
# Target sequence (Q07817 whole entry, looked up): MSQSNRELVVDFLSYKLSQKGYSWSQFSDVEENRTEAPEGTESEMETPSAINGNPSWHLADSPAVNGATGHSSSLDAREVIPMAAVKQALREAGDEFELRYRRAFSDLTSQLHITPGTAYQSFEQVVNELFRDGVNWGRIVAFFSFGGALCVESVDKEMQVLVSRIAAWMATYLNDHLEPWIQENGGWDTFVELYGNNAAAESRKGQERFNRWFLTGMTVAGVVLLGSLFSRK
# RGS8-Gao reg: human RGS8-Galphao interaction regulation | AID 1423 | actives 0.34% (n = 220,000) | P09471 | multiplexed bead flow cytometry, RGS8-Galphao binding; actives lie on both sides | response (percent of control binding), % at 10 µM; in the data active means response below about 60% or above about 140%; inactive means in between;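 further: Galphao activated as the GDP aluminium fluoride complex binding bead-coupled RGS8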
# Mcl-1 Bim block: inhibitors of Bim-Mcl-1 interaction, human; Q07820; Bead-based flow cytometry, Bim peptide-Mcl-1 binding; inhibition, % at 10 µM; actives 0.1% (n = 190,000); AID 1009;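 further: 0% = no compound tracer wells and 100% = peptide blocker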
# RGS7-Gao: regulators of human RGS7-Galphao interaction | binding response (% of control), % at 10 µM | Multiplexed bead flow cytometry, RGS7-Galphao binding; actives lie on both sides | actives 0.35% (n = 220,000) | P09471; in the data active means binding response below about 49% or above about 150%; inconclusive means no clear call, values can overlap the other calls; inactive means in between;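 further: fluorescent Galphao held in activated GDP-AlF4 state binding bead-coupled RGS7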
# Starred values were filed as active, the others as inactive; ? = inconclusive; / = no result given. Unless noted, no stated cut-off is given here; in the data, active means inhibition above about 40%.
SMILES,Bcl-W Bim block,Bfl-1 Bim block,Mcl1 Noxa PPI,Bcl-2 Bim block,Mcl1 Bid PPI,RGS4-Gao reg,Bcl-B Bim block,Bim-Bcl-XL,RGS8-Gao reg,Mcl-1 Bim block,RGS7-Gao
CN(CC(O)COc1ccc(OCC(O)CN(C)C2CCCCC2)cc1)C1CCCCC1 (centres undefined),-1.0,-2.0,9.0,-4.0,-8.2,98.1,0.0,-3.0,97.4,-3.0,100.3
O=C1CCc2ccc(NS(=O)(=O)c3ccc(F)cc3)cc2N1,-5.0,-5.0,-17.6,-6.0,-10.9,99.3,-5.0,-3.0,96.7,-1.0,94.5
Cc1ccc(O)c(C=Nc2cc(C)ccc2O)c1,-4.0,2.0,22.6,2.0,-6.3,95.5,3.0,-5.0,91.0,-2.0,94.0
COc1ccc(-n2ncc3c(NCc4ccccn4)ncnc32)cc1,5.0,-2.0,6.2,-4.0,7.0,99.2,0.0,3.0,101.6,5.0,100.3
O=C(NC(=S)Nc1c(F)cc(F)cc1Br)c1ccc2c(c1)OCCO2,-4.0,-2.0,12.4,-3.0,-21.6,101.5,-11.0,-3.0,98.2,-1.0,103.0
Cn1cccc1Cc1nnc(SCC(=O)Nc2ccc3c(c2)OCO3)n1CCc1ccccc1,-3.0,-5.0,18.4,-11.0,-18.6,96.6,-12.0,-7.0,98.5,-4.0,96.0
Cc1c(Oc2ccc(C(F)(F)F)cc2[N+](=O)[O-])ccc2c3c(c(=O)oc12)CCC3,-6.0,-2.0,-9.6,-1.0,-11.8,98.7,-9.0,-9.0,99.8,-5.0,100.2
Cc1nc(COC(=O)c2ccc(S(=O)(=O)N3CCCC3)cc2)cs1,1.0,3.0,-4.5,2.0,-21.8,101.1,3.0,4.0,97.4,2.0,97.8
CCOc1cc(C(=O)Nc2ccc([N+](=O)[O-])cn2)cc(OCC)c1OCC,-3.0,1.0,3.0,-3.0,-7.7,100.9,-4.0,-7.0,107.7,-5.0,106.9
CC1CCCC/C1=N\NC(=S)NCCc1ccccc1 (centres undefined),-5.0,-2.0,2.8,0.0,-41.6,98.8,-9.0,-5.0,95.6,-2.0,91.8
CCC(=O)N/N=C/c1ccc(-c2ccc(Cl)cc2)o1,0.0,-3.0,-5.6,0.0,-45.0,101.3,-3.0,0.0,103.6,0.0,104.7
COc1ccc(CC(=O)Nc2cccc(-c3nnc(-c4ccco4)o3)c2)cc1,2.0,0.0,4.2,0.0,6.3,93.8,1.0,-1.0,90.4,2.0,93.5
CCCC(O)(CCC)C(=O)NN(C(=O)OC)c1ccccc1,-2.0,-8.0,11.0,-6.0,-5.2,101.7,-8.0,-4.0,100.3,-4.0,102.0
CCn1c(CNC(=O)COc2ccc(C(C)C)cc2)nnc1SCC(=O)NC1CCCCC1C (centres undefined),-6.0,-3.0,1.2,18.0,-8.9,101.2,-15.0,-5.0,102.8,-3.0,103.4
CC(=O)N1CC=CC1(C)C(=O)NCc1cc(F)cc(C(F)(F)F)c1 (centres undefined),-2.0,0.0,16.1,-2.0,-4.2,94.0,-4.0,-4.0,95.4,-3.0,98.3
CN(CCc1ccccn1)c1ncnc2[nH]ncc12,-6.0,-3.0,16.9,-5.0,8.6,106.4,-5.0,-20.0,108.2,-2.0,99.1
COc1ccc(C2CC(c3cccs3)=NN2c2ccc(C=O)cc2)cc1 (centres undefined),6.0,4.0,-28.1,3.0,-22.9,105.5,-2.0,8.0,100.8,4.0,108.5
Cc1cc(N(C)C)c(C#N)c(N2CCCCC2)n1,-3.0,0.0,-0.2,-2.0,-6.9,106.3,1.0,-3.0,105.6,-4.0,105.2
CCCn1c(=S)[nH]c2cc(C(=O)N3CCc4ccccc43)ccc2c1=O,3.0,0.0,2.4,7.0,20.3,101.0,4.0,-4.0,101.5,-3.0,97.1
Nc1nc(-c2ccccn2)nc(N)c1Cc1c(F)cccc1Cl,-2.0,0.0,-83.2,-1.0,-43.6,105.7,1.0,-2.0,102.6,-2.0,105.1
CC1(C(=O)NC2CCCCCC2)CCC(=O)N1Cc1ccc2c(c1)OCO2 (centres undefined),-5.0,-22.0,10.2,-13.0,-32.2,99.0,-8.0,-14.0,99.7,-6.0,102.5
CC(=O)O/N=C/c1c(N2CCOCC2)n(C)c2ccccc12,-1.0,-12.0,6.3,-8.0,-13.0,98.0,-6.0,-7.0,103.5,-4.0,99.8
Cc1noc(NC(=O)c2ccccc2)c1C#N,1.0,-2.0,16.9,-2.0,8.5,100.6,-2.0,-1.0,97.3,-2.0,98.9
C/C(CC(=O)Nc1cc(C)ccn1)=N\NC(=O)COc1cccc(C)c1,-7.0,-4.0,5.8,-3.0,-96.4,103.1,-9.0,-7.0,101.1,-7.0,99.7
O=C(CC1c2ccccc2Oc2ccccc21)NCc1ccco1,0.0,-1.0,-1.9,0.0,-57.2,98.3,0.0,-4.0,102.0,-1.0,98.6
COc1ccccc1N1CCN(C(=O)CCc2ccc(S(=O)(=O)NCC(C)C)cc2)CC1,-3.0,-18.0,2.9,-15.0,0.7,99.8,-13.0,-8.0,100.3,-7.0,99.9
CC(=O)Nc1ccc(S(=O)(=O)Nc2ccc(S(=O)(=O)N3CCCC3)cc2)cc1,0.0,-2.0,-5.9,-1.0,-5.0,103.2,-4.0,-4.0,102.7,-4.0,102.2
Cc1nn(-c2ccccc2)c(Cl)c1C1C(C#N)=C(N)OC2=C1C(=O)CC(C)(C)C2 (centres undefined),-4.0,-17.0,8.1,-10.0,-18.5,142.9,-11.0,-15.0,126.3,-6.0,138.3
Cc1cccc(NC(=O)CSc2nnc(-c3cnccn3)n2Cc2ccco2)c1,-5.0,1.0,14.3,-5.0,-16.9,92.4,-1.0,-4.0,97.6,-5.0,95.4
O=C(c1ccc(S(=O)(=O)NCc2ccco2)cc1)N1CCN(Cc2ccccc2)CC1,0.0,-2.0,10.1,-1.0,-6.5,92.2,-1.0,-2.0,98.6,1.0,99.8
CCc1ccc(C(=O)NCc2cnn(C)c2)s1,0.0,-4.0,19.3,-3.0,-9.5,97.5,-3.0,-1.0,101.6,-2.0,?
CC1=NN(C(=O)c2csc(C)c2)C(O)(C(F)(F)F)C1 (centres undefined),-2.0,-12.0,-10.5,-9.0,-58.8,93.6,-8.0,-7.0,100.6,-2.0,94.5
O=c1c2ccccc2ncn1Cc1ccc(Cl)cc1,-1.0,-10.0,13.6,-6.0,-4.3,105.5,-8.0,-2.0,106.1,0.0,105.3
CCCc1c(C)nn(C(=O)/C(C#N)=N/Nc2ccccc2[N+](=O)[O-])c1C,-2.0,-2.0,-1.2,-1.0,-17.7,104.7,-3.0,-2.0,102.0,-1.0,?
O=C1C=C(NCc2ccccc2)C2(CCCCC2)O1,-4.0,-26.0,-26.3,-11.0,0.3,101.9,-7.0,-10.0,102.0,-6.0,101.7
CC1=NN(c2ccccc2)C(=O)C1(C)[N+](=O)[O-] (centres undefined),1.0,1.0,1.8,5.0,-8.4,102.2,0.0,-2.0,103.4,0.0,101.6

# Some of these compounds in order of the Bcl-W Bim block value, lowest first.
SMILES,Bcl-W Bim block,Bfl-1 Bim block,Mcl1 Noxa PPI,Bcl-2 Bim block,Mcl1 Bid PPI,RGS4-Gao reg,Bcl-B Bim block,Bim-Bcl-XL,RGS8-Gao reg,Mcl-1 Bim block,RGS7-Gao
O=C1C=C(NCc2ccccc2)C2(CCCCC2)O1,-4.0,-26.0,-26.3,-11.0,0.3,101.9,-7.0,-10.0,102.0,-6.0,101.7
CC1=NN(C(=O)c2csc(C)c2)C(O)(C(F)(F)F)C1 (centres undefined),-2.0,-12.0,-10.5,-9.0,-58.8,93.6,-8.0,-7.0,100.6,-2.0,94.5
CC(=O)Nc1ccc(S(=O)(=O)Nc2ccc(S(=O)(=O)N3CCCC3)cc2)cc1,0.0,-2.0,-5.9,-1.0,-5.0,103.2,-4.0,-4.0,102.7,-4.0,102.2

# Additional entries follow:
SMILES,Bcl-W Bim block,Bfl-1 Bim block,Mcl1 Noxa PPI,Bcl-2 Bim block,Mcl1 Bid PPI,RGS4-Gao reg,Bcl-B Bim block,Bim-Bcl-XL,RGS8-Gao reg,Mcl-1 Bim block,RGS7-Gao
Cc1ccc(O)c(C(=O)c2cnc3onc(-c4ccc(F)cc4)c3c2)c1,-1.0,-16.0,-2.8,-27.0,-8.6,108.5,-7.0,-3.0,108.0,3.0,107.0
CC1(C)C=C(c2ccc(C(=O)O)s2)CC(C)(C)N1,-6.0,-4.0,-2.3,-3.0,-1.6,101.1,-9.0,-7.0,103.1,-3.0,100.8
COc1cc(CCC(O)CC(=O)CCc2ccccc2)ccc1O (centres undefined),2.0,0.0,20.6,-2.0,-5.6,100.9,-1.0,2.0,103.4,1.0,107.1
Cc1ccc(Cl)cc1NC(=O)c1ccc(CSc2nnnn2C)cc1,-5.0,-12.0,7.8,-8.0,8.7,114.2,-11.0,0.0,110.1,-2.0,116.5
Cn1c(CN2CCOCC2)nnc1SCC(=O)Nc1nccs1,0.0,-10.0,-7.4,-6.0,-33.1,104.4,-4.0,1.0,103.5,-1.0,101.9
O=C(COC(=O)Cn1[nH]c(=O)c2ccccc2c1=O)Nc1ccc2c(c1)OCO2,-11.0,-4.0,-211.1,-15.0,-22.4,106.4,/,12.0,103.9,/,108.5
Cn1c(=O)c2c(-c3ccccc3)n(Cc3ccccn3)cc2n(C)c1=O,-1.0,-5.0,-27.5,-1.0,-64.3,96.0,-2.0,-3.0,97.3,-1.0,96.1
COc1ccc(-c2nc(CS(=O)CC(=O)NCc3cccnc3)c(C)o2)cc1OC (centres undefined),-6.0,-8.0,10.1,-7.0,-2.2,101.0,-9.0,-6.0,100.0,-4.0,101.2
Nc1nc(Nc2ccccc2F)nc(NCCO)c1[N+](=O)[O-],/,/,21.4,/,-22.2,102.7,/,/,95.9,/,?
Cc1ccc(-c2nnn(CC(=O)NCCc3ccc4c(c3)OCO4)n2)o1,-3.0,0.0,6.5,-4.0,-13.6,96.6,-3.0,0.0,95.2,-6.0,96.0
COc1cc(Cl)cc(/C=C/c2ccc3ccccc3n2)c1OC(C)=O,-3.0,0.0,18.9,1.0,2.8,101.8,-5.0,-6.0,104.3,-2.0,99.3
CCCC(C)NC(=O)CSc1nc2ccc(C)cc2[nH]1 (centres undefined),-2.0,-11.0,4.0,-5.0,-10.0,105.6,-7.0,-2.0,103.0,-4.0,99.0
COc1ccc(/C=N/NC(=O)c2ccc(Cn3cc([N+](=O)[O-])cn3)o2)cc1O,11.0,6.0,15.1,4.0,-9.3,102.4,8.0,8.0,105.6,2.0,100.2
COc1cccc(-n2nnnc2SCC(=O)Nc2cccc(C)n2)c1,-1.0,-11.0,19.6,-8.0,-23.2,93.9,-7.0,-11.0,99.5,-1.0,95.9
O=C(Cc1ccc(S(=O)(=O)N2CCCC2)s1)N1CCN(c2ccc(F)cc2)CC1,-1.0,-1.0,16.0,-5.0,-25.2,99.0,-3.0,-1.0,101.8,-1.0,98.1
O=c1c2ccccc2nc2n1CCCCC2,0.0,0.0,9.6,0.0,-33.7,107.0,1.0,-2.0,103.9,-1.0,112.8
CC(=O)Nc1ccc(Nc2c3c4c(cccc4n(C)c2=O)C(=O)c2ccccc2-3)cc1,-5.0,0.0,22.9,-2.0,3.0,99.0,-2.0,-4.0,95.8,-2.0,97.9
O=C1NC(c2ccco2)Nc2sc3c(c21)CCN(Cc1ccccc1)C3 (centres undefined),0.0,-7.0,36.9,-7.0,-26.1,98.2,-5.0,-2.0,101.1,0.0,100.6

# Bioassay records (PubChem BioAssay)
